From PubChem
Tat transport = blocks Tat-dependent protein export in E. coli; E. coli MC4100 TorA-mCherry Tat export, fluorescence; inhibition, % at 10 µM; hit rate 0.036% among 340,000;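 active = mean replicate inhibition at least 50% and at least half of replicates individually reaching 50%; inconclusive = only one of the two criteria met; inactive = neither criterion met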;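 note: exported cargo escapes ClpAP degradation while cytoplasmic cargo is degraded and loses fluorescence; 0% = median of neutral control wells and 100% = median of NaSCN control wells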
Rtt109 Vps75 = inhibitors of Candida albicans Rtt109/Vps75 histone acetyltransferase; purified Rtt109/Vps75, ThioGlo CoA-SH fluorescence, 4 h; AID 540336; inhibition, % at 34.9 µM; Q5AAJ8; hit rate 0.16% among 330,000;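 active = inhibition of at least 50% in every replicate; inconclusive = best replicate reaches 50% inhibition but some replicates fall short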
Target sequence (Q5AAJ8 whole entry, looked up): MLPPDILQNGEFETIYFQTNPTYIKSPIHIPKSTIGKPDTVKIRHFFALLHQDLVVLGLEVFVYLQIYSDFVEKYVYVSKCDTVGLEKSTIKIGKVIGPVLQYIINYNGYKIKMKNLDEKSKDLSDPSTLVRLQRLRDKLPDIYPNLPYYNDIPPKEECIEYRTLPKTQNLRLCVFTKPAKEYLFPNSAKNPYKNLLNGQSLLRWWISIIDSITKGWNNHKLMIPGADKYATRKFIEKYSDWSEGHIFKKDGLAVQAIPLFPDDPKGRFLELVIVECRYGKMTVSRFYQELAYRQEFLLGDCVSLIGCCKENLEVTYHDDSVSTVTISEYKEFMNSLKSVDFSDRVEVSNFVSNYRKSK
MITF TRPM1 HTS = increases MITF-driven TRPM1 promoter luciferase signal | SK-MEL-5 TRPM1-promoter luciferase, 24 h; % of positive control, neutral wells = 0 | activation, % at 12.5 µM | hit rate 0.75% among 300,000 | AID 588334;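 active = mean activation of at least 80% with every replicate also reaching 80%; inconclusive = mean reaches 80% but some replicate falls short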;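 note: 0% = neutral control wells and 100% = parthenolide positive control wells; values of inactives mirror those of a sister screen read the other way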
Wnt act = activators of Wnt/beta-catenin signaling | AID 743398 | activation, % at 9.35 µM | Wnt/beta-catenin reporter cell assay, activator, plate reader | hit rate 1.2% among 300,000; in the data active = activation above about 30%, passing the limit was not always enough; inconclusive = no clear call, values can overlap the other calls;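 note: 0% = neutral control wells and 100% = positive control wells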
V-ATPase pH = alters yeast V-ATPase proton transport | S. cerevisiae, pHLuorin cytosolic pH fluorescence | hit rate 0.37% among 350,000 | response, % at 10 µM; in the data active = response mostly above about 7.3%, no sharp cut-off; inactive = mostly below about 5.4%; note: actives read high; inactives centre near 0; some compounds called inactive have numbers as strong as hits; reference of the scale not given here
cardiac RTF act = increases calcium sensitivity of human cardiac regulated thin filaments | P19429+P45379 | activation, % at 7.2 µM | hit rate 0.24% among 340,000 | AID 493008 | IANBD-labeled TnC RTF fluorescence at EC20 calcium; 0% EC20 calcium, 100% full calcium;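 active = activation above the mean over all tested compounds plus 3 SD, cut at about 30% in these data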;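 note: rise in fluorescence read as greater calcium sensitivity of cardiac thin filaments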
CDK5 p35 inh = inhibitors of human CDK5/p35 kinase; inhibition, % at 10 µM; AID 488839; hit rate 0.01% among 330,000; Q00535+Q15078; Recombinant CDK5/p35, ADP-Glo luminescence, 60 min;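 active = highest replicate inhibition of at least 50% and at least 75% of replicates reaching 50%; inconclusive = only one of the two criteria met; inactive = both criteria failed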;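 note: plate controls were DMSO neutral control for no effect and GW8510 at 10 µM for full effect; many of its hits are not listed in these tables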
dFosB activator = activators of mouse delta FosB homodimer. P13346. AID 493131. purified delta FosB, TAMRA-CDK5 oligo fluorescence polarization; percent of positive-control signal above neutral wells. hit rate 0.99% among 340,000. activation, % at 25 µM;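 active = mean activation above about 17%, with every replicate also reaching it, limit read from the data, passing the limit was not always enough; inconclusive = only one of the two conditions met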;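 note: fluorescence polarization rise as delta FosB binds a TAMRA Cdk5 AP-1 oligo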
Target sequence (P13346 whole entry, looked up): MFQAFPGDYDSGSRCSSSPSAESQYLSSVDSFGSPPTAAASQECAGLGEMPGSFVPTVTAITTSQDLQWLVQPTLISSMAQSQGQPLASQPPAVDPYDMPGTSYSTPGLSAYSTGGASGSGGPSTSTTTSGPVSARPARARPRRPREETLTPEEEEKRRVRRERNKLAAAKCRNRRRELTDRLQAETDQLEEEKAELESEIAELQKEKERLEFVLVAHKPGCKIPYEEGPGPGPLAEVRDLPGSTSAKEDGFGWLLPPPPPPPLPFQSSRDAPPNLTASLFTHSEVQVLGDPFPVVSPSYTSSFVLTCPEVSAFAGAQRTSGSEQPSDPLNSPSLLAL
CAL PDZ FP-1 = CAL PDZ (human) peptide binding inhibition; hit rate 0.92% among 300,000; Q9HD26; AID 602252; inhibition, % at 24.9 µM; purified CAL PDZ, TMR-peptide fluorescence polarization, 1 h;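 active = mean inhibition of at least 30% with at least half of replicates also reaching 30%; inconclusive = no clear call, values can overlap the other calls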;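 note: 0% = DMSO neutral control and 100% = excess unlabeled competitor peptide PRC23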
CAL PDZ FP-2 = inhibitors of human CAL PDZ peptide binding; inhibition, % at 20 µM; hit rate 0.02% among 330,000; AID 504414; purified CAL PDZ, TMR-peptide fluorescence polarization, 1 h; Q9HD26;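 active = highest replicate inhibition of at least 40%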;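 note: plate controls were DMSO neutral control wells for no effect and unlabeled competitor peptide control wells for full effect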
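System: tagged CAL PDZ domain. Schedule: 1 h room-temperature incubation prior to read. Signal: fluorescence polarization (mP). Measure: percent inhibition from loss of millipolarization.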
Starred values were filed as active, the others as inactive; ? = inconclusive; / = no result given.

SMILES	Tat transport	Rtt109 Vps75	MITF TRPM1 HTS	Wnt act	V-ATPase pH	cardiac RTF act	CDK5 p35 inh	dFosB activator	CAL PDZ FP-1	CAL PDZ FP-2
CN1CCN(NC(=O)c2cc(Br)ccc2Cl)CC1	3	-10	0	-2	-1	-4	1.2	-6	-6	-1.0
O=C(c1ccccc1)N1N=C(c2ccco2)CC1c1cccs1 (stereo unspecified)	-4	-10	-6	0	-2	5	-1.8	0	-3	-2.5
COc1ccc(C(=O)O)cc1S(=O)(=O)Nc1ccc(C)cc1	5	0	-3	-1	-2	10	-1.4	-3	3	-27
CC(C)(C)c1cc(N2CCOCC2)n2ncc(-c3ccccc3)c2n1	-3	3	17	0	-1	-5	0.9	-7	-10	-9.9
COc1ccc(CN(C)C(=O)Cn2ccsc2=N)cc1OC	-5	5	6	1	1	-3	1.0	1	-1	-1.6
c1ccc(-c2csc(Nc3ccccn3)n2)cc1	-2	3	/	19	1	3	1.8	5	-19	0.5
COc1ccc(OC)c(/C=C/C(=O)OCC(=O)NCc2ccccc2)c1	-4	-19	-12	-2	2	0	-1.0	0	-3	-0.9
CC(C)CCn1c(Oc2ccc(Cl)cc2)nc2c1c(=O)n(C)c(=O)n2C	-2	1	6	/	5	1	0.6	-7	-3	-1.0
COC(=O)c1ccccc1NC(=O)N1CSC[C@H]1C(=O)OC	-1	-16	2	/	-3	-6	-0.4	-3	0	-1.1
CCN1CCN(C/C(C)=C/c2ccccc2)CC1	4	7	-8	-3	-5	4	0.4	-2	/	-0.3
O=C(NCC1CCCO1)C1CC1(c1ccccc1)c1ccccc1 (stereo unspecified)	-1	-1	9	/	1	3	-0.1	-2	-1	-2.2
CC(=O)Nc1cccc2c1C(=O)N(c1ccccc1C)C2=O	-7	-5	-6	-1	-1	2	-1.0	3	6	-0.3
CCCCNC(=O)C1CCN(Cc2ccccn2)CC1	3	-19	5	-4	2	-4	-1.5	-3	-6	0.8
CCn1c(SCC(=O)NC(C)C)nnc1-c1cccs1	-3	12	7	/	3	-5	-1.5	0	-5	-0.1
COCCn1c(C)cc(/C=C2/NC(=O)N(c3ccc(Cl)cc3)C2=O)c1C	5	0	7	0	4	0	1.4	5	-4	-0.5
O=C(/C=C/c1cccc([N+](=O)[O-])c1)NCc1ccccc1	4	0	13	-2	4	1	-0.7	-4	1	-2.0
O=C(O)c1cc(=O)n(Cc2ccccc2)c(=O)[nH]1	-1	-1	/	0	4	-5	0.3	10	-4	-0.8
CCOC(=O)c1cc(C(=O)NNC(=O)c2cccc([N+](=O)[O-])c2)c(C)nc1C	-12	-20	4	-2	-2	3	1.7	3	-1	-1.7
COc1cc(-c2nc(Cc3c(F)cccc3Cl)no2)cc(OC)c1OC	-3	-7	4	/	3	-2	0.4	4	/	-1.0
Cc1cccnc1NC(=O)c1ccc2c(c1)OCCO2	-10	18	38	-2	-6	1	-2.2	1	-1	-0.3

Following part
SMILES	Tat transport	Rtt109 Vps75	MITF TRPM1 HTS	Wnt act	V-ATPase pH	cardiac RTF act	CDK5 p35 inh	dFosB activator	CAL PDZ FP-1	CAL PDZ FP-2
O=C(Nc1ccc2ccccc2c1)/C(=C/c1cccc(Br)c1)NC(=O)c1ccco1	-6	5	0	-6	2	12	0.7	23*	0	-1.9
O=C1CN(C(=O)/C=C/c2cccc(Cl)c2)c2ccccc2N1	2	-6	13	-3	0	-1	0.3	2	-6	/
O=C(NCC(c1ccco1)N1CCCCC1)c1cccc(S(=O)(=O)Nc2ccccc2Cl)c1 (stereo unspecified)	21	-12	-2	-1	2	-1	-0.1	4	0	1.0
CCS(=O)(=O)N1CCN(c2ccnc3cc(Cl)ccc23)CC1	1	12	/	0	0	/	0.7	-7	-1	-0.2
O=C(COC(=O)c1n[nH]c2ccccc12)NC(=O)NC1CCCC1	0	2	0	0	-1	-6	-1.5	-1	-4	/
CCOc1ccc(S(=O)(=O)NCCC(=O)NCC(c2ccc(OC)cc2)N2CCCC2)cc1 (stereo unspecified)	7	12	27	-3	0	-4	-3.5	-8	9	0.2
Cc1ccccc1N1CCN(S(=O)(=O)c2ccc3ccccc3c2)CC1	1	9	-13	0	-6	1	-0.1	-10	0	-1.6
COc1ccc(C2=NCCn3cccc32)c(OC)c1	-3	5	3	/	1	8	0.8	-1	/	-0.3
Cc1ccc(O)c(CP(=O)(c2ccccc2)c2ccccc2)c1	5	-1	-15	-2	2	-5	-0.8	-1	2	-0.9
CN1CCN(CCOC2Cc3ccccc3Sc3ccc(Cl)cc32)CC1 (stereo unspecified)	0	4	9	-8	-4	-11	0.0	5	-5	-2.7
CCN(CC(=O)NCc1ccc(Cl)cc1)C(=O)CSCC(=O)Nc1cccc(C)c1	6	-9	7	1	0	8	-1.1	-6	-6	-1.6
COc1ccc(-c2cc(C)no2)cc1S(=O)(=O)NCC1CCN(Cc2cc(C)ccc2C)CC1	1	?	25	0	1	-2	-0.4	4	-7	-1.6
CCN=C1S/C(=C\c2cc(Br)ccc2OCC(=O)OCC)C(=O)N1CC	-15	-2	14	-2	5	-1	0.8	-16	-1	-2.6
Cc1cccc(C)c1-n1nnnc1SCC(=O)c1c(N)n(C2CC2)c(=O)[nH]c1=O	-2	-2	-2	-1	2	-1	0.1	1	-3	-0.8
COc1ccccc1-n1cnnc1SC(C)C(=O)Nc1ccc(NC(C)=O)cc1 (stereo unspecified)	-2	0	10	0	1	3	-1.6	-7	-5	-0.9
COCc1cc(=O)[nH]c(/N=C(\N)Nc2cccc(C)c2)n1	-7	0	/	-5	-4	-2	-0.5	1	-3	0.3
O=C(/C=C/c1ccccc1)Nc1cccnc1Oc1ccccc1F	-1	-4	20	-4	-2	4	0.2	-14	-7	-1.6
Cc1cc2[nH]c(=O)c(=O)[nH]c2cc1S(=O)(=O)NCc1ccc(Cl)cc1	-4	-6	3	/	-2	3	0.2	-7	/	-0.8
CN(C)CCCN(C(=O)c1ccc(S(=O)(=O)N2CCCCCC2)cc1)c1nc2cc3c(cc2s1)OCCO3	5	33	11	-1	4	-5	0.6	9	-6	-2.9
O=[N+]([O-])c1cccc(/C(=N/N=C/c2ccccc2Br)C23CN4CN(CN(C4)C2)C3)c1	0	5	/	3	-5	6	0.8	-10	-1	-3.8

Next part
SMILES	Tat transport	Rtt109 Vps75	MITF TRPM1 HTS	Wnt act	V-ATPase pH	cardiac RTF act	CDK5 p35 inh	dFosB activator	CAL PDZ FP-1	CAL PDZ FP-2
COc1ccccc1NC(=O)CN(Cc1ccco1)C(=O)c1cncc(Br)c1	1	1	4	0	3	-5	0.1	0	1	-2.1
C#Cc1ccc(CN2CCC(Oc3cc(C(=O)NC4CC4)ccc3OC)CC2)cc1	-2	10	-10	-2	-5	2	-0.4	-1	-5	-2.7
O=C(C1CCCN(C2CC(=O)N(c3ccc(Cl)cc3)C2=O)C1)N1CCCC1 (stereo unspecified)	12	-6	-2	0	2	5	-1.2	-4	-6	-2.9
C=CCNc1ncnc2c1[nH]c1ccc(C)cc12	-3	9	53	20	-1	-9	-0.2	-8	-2	-4.9
Cc1cccc2sc(NC(=O)Cn3cccc3)nc12	-8	0	13	1	3	2	0.8	-8	/	-0.5
CCOc1ccc2nc(NS(C)(=O)=O)sc2c1	7	-1	/	9	5	6	-2.4	3	-3	-0.9
O=C(NCc1ccco1)/C(=C\c1ccco1)NC(=O)c1ccc(Br)o1	6	-6	0	/	0	18	-6.0	3	-4	-0.5
CC1=CCC2C(=O)N(c3nc(C)cc(C)n3)C(=O)C2C1 (stereo unspecified)	1	-7	-2	2	2	2	2.6	-6	-1	-0.9
O=C(CCCC(=O)NN=Cc1cccc(O)c1)NN=Cc1cccc(O)c1	-3	-5	8	2	1	2	-1.8	-12	2	-1.9
CCN(CC)c1ncnc2sc(C(=O)N3CCN(c4ccccc4)CC3)c(C)c12	-3	12	-9	/	-1	-1	0.8	5	-2	-0.1
CCOc1ccc(C(=O)NCC(=O)OCc2c(F)cccc2Cl)cc1	0	9	13	/	-1	-3	1.3	-5	1	-0.4
CCOc1cc(C2C(C#N)=C(N)Oc3n[nH]c(C)c32)ccc1OCCN1CCOCC1 (stereo unspecified)	-4	-4	4	/	-1	1	0.1	-6	-4	-3.5
COCCN1C=C(C(=O)OC)C(c2ccccc2Cl)C(C(=O)OC)=C1	-10	-21	-4	0	4	-1	0.1	-4	5	-1.0
CC(Sc1nnc(-c2ccc(Cl)cc2)n1N)C(=O)NCC1CCCO1 (stereo unspecified)	-4	/	6	0	-2	-5	1.8	8	-1	-0.3
Cc1cc(NC(=O)CSc2nnc(-c3c[nH]c4ccccc34)n2-c2ccc(Cl)cc2)no1	1	4	-37	-2	0	1	0.0	-1	-5	/
COc1ccc(CCNC(=O)COC(=O)/C=C/c2ccc(OC)cc2OC)cc1	3	-9	1	-3	2	-6	1.0	-14	-3	-0.9
CC1(CC(=O)N/N=C/c2ccc(-c3cccc(C(F)(F)F)c3)o2)OCCO1	-1	7	-6	-1	-3	-4	-0.2	-5	/	-0.5
CC(C)(C)n1nnnc1C(c1cccc(C#N)c1)N1CCC(Cc2ccccc2)CC1 (stereo unspecified)	-1	2	6	1	-1	-2	0.7	-2	0	-2.1
CCCCCC(=O)N1CCN(S(=O)(=O)c2ccc3c(c2)OCCO3)CC1	5	1	0	-3	0	8	1.3	-4	4	-1.7
COc1ccc(CCNC(=O)CSc2nc(N)cc(=O)[nH]2)cc1OC	-7	-3	5	0	3	2	-0.1	2	-2	-0.1

Continuation:
SMILES	Tat transport	Rtt109 Vps75	MITF TRPM1 HTS	Wnt act	V-ATPase pH	cardiac RTF act	CDK5 p35 inh	dFosB activator	CAL PDZ FP-1	CAL PDZ FP-2
CCn1c(CNC(=O)c2ccccc2F)nnc1SCC(=O)NC1CCCCC1	2	4	-4	/	2	-4	-1.2	-6	-6	-2.6
CCOc1ccc(N(CC(=O)NCCOc2ccccc2OC)S(=O)(=O)c2ccccc2)cc1	5	4	-8	0	2	3	-4.4	-12	-2	-0.1
COc1ccc(NC(=S)NNC(=O)OC(C)(C)C)cc1OC	-6	4	6	/	6	-4	-1.0	-2	/	-1.4
CCC(SCC(=O)OC)C(=O)Nc1nnc(C(C)C)s1 (stereo unspecified)	-1	-36	/	-4	-3	-7	0.2	0	-1	-1.3
CCN(CC)c1ccc(NC(=O)C2CC(=O)N(Cc3ccccc3)C2)cc1 (stereo unspecified)	3	0	-6	-2	4	3	0.8	-6	101*	-0.8
CCC(=O)/C(=C(/O)c1ccccc1)c1nc2ccccc2[nH]1	7	-2	22	-7	1	-5	-1.6	2	-4	0.1
COc1cc(/C=C(/NC(=O)c2ccccc2)C(=O)N2CCOCC2)c([N+](=O)[O-])cc1OC	-4	-9	-1	2	0	-7	-0.2	0	-4	-1.7

Not a hit list (roughly 4.1% active in at least one column).
